Source: PubChem BioAssay (several laboratories)
Ins promoter up: MIN6 insulin promoter up-regulation. MIN6 insulin promoter-GFP reporter, high-content imaging; hits give high values. AID 1625. 0.3% of 190,000 active. z-score at 5 µM;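 active means z-score above 3 at 5 µM with at least 500 cells counted in the well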
Dynein cargo inh: dynein cargo transport inhibition; 3617.4 mouse cells, GR-EGFP nuclear translocation imaging; test concentration mostly 20 µM; stimulated with dexamethasone, 1 µM; hits give low values; z-score, hits read low; 0.47% of 220,000 active; AID 1381;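 active means plate z-score of nuclear minus cytoplasmic receptor signal below a set negative limit, without overly bright fluorescence or cell loss, cut at about -3.5 in these data, passing the limit was not always enough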;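 further: z-score of nuclear minus cytoplasmic ring GR-EGFP intensity difference per well; some compounds called inactive have numbers as strong as hits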
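Buffer or medium: tet-free medium with charcoal-stripped serum / Also added: dexamethasone agonist, 1.0 µM final, for 30 min / Timing: induction 48 h, compound 1 h, agonist 30 min / Measured by: high-content fluorescence imaging after fixation / Read-out: nuclear-to-cytoplasmic GR-EGFP distribution per well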
Autophagy mod: modulators of autophagy. MEF GFP-LC3 puncta imaging; test concentration mostly 10 µM. calls only at 10 µM (by protocol). 0.98% of 190,000 active;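 active means percentage of spot-positive cells more than 3 SD above its plate mean, without a fluorescence outlier flag or 80% toxicity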;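 further: spot-positive cell cutoff set from DMSO-treated cells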
MT stabilize HCS: stabilizes microtubules in HeLa cells; HeLa tubulin immunostaining HCS, 24 h; share of cells brighter than vehicle mean+2SD; % tubulin-high responders, % at 10 µM; 0.83% of 200,000 active; AID 2205;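 active means plate Z-score above 3 for both tubulin-high and condensed-nucleus cell shares, with cell loss under 80%, at 10 µM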;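 further: anti alpha tubulin signal scored within the nucleus-defined area of each cell; some results filed as inactive read as strong as hits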
b-catenin transl: beta-catenin nuclear translocation modulation; 0.3% of 190,000 active; nuclear translocation activity, % at 5 µM; HeLa beta-catenin nuclear translocation, immunofluorescence imaging;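 active means nuclear translocation activity above 50% at 5 µM, with a well cell count of 50 or more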;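 further: per-cell ratio of nuclear to cytoplasmic median beta-catenin stain intensity; plate controls were DMSO negative control for no effect and GSK-3 inhibitor IX positive control for full effect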
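System: Human HeLa cells, endogenous beta-catenin | Compound dosing: 5 µM primary, 0.02–20 µM confirmation | Timing: 24 h compound exposure at 37°C, 5% CO2 | Measured by: Fluorescence imaging of beta-catenin antibody stain plus DAPI | Read-out basis: % activation of per-cell nuclear versus cytoplasmic median beta-catenin signal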
PhoP inhibition: inhibitors of PhoP regulon expression, primary screen, Salmonella Typhimurium, GFP reporter (AID 1863); S. Typhimurium PhoP-regulated promoter GFP reporter, 4 h; higher % means a stronger effect; inhibition, % at 50 µM; hits with a dose series show IC50 in µM; 0.16% of 300,000 active;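 active means inhibition over 29.93%, a cutoff 3 SD above the screen mean, later confirmed by dose response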;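 further: 0% = low Mg2+ inducing control and 100% = high Mg2+ repressing control; strong numbers were not always called active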
CSM14.1 death rescue: rescue of cells from ER stress-induced death, primary screen, 384-well, CSM14.1, thapsigargin, ATP luminescence (AID 1222); one-dose cellular ATP content (survival), % at 20 µM; EC50 in µM for titrated hits; 190,000 tested, under 10 active; CSM14.1 thapsigargin-induced death rescue, ATP luminescence; higher % means a stronger effect;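 active means EC50 below 50 µM in the dose-response confirmation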;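 further: death triggered by thapsigargin at about 15 µM added after 2 h compound pretreatment; cell ATP read after overnight thapsigargin exposure of roughly 18 to 22 hours; normalized against plate controls of thapsigargin alone and 5% DMSO vehicle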
T cell HTS: T cell immune modulation candidate | 2C CD8+ T cell-vesicle binding, flow cytometry; hits give low values | 0.068% of 330,000 active | calls only at 7 µM;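 active means response, share of CD8 T cells binding vesicles, and their 90th percentile fluorescence all below set limits, cut at about 80% in these data, passing the limit was not always enough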
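Assay system – 2C mouse CD8+ T cells · Also added – QL9-loaded Drosophila micro-vesicles · Timing – Cell–vesicle co-incubation 1.5 h at 37 °C, staining 20 min on ice · Signal – flow cytometry of vesicle-bound cells · Measure – percent CD8+ FL2 mean versus row control · Controls – Peptide-free naked vesicles (low) and QL9 vesicles with 0.7% DMSO vehicle (high)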
Lipid droplet: hepatic lipid droplet formation modulation. 0.4% of 240,000 active. inhibition, % at 6.5 µM. AID 1656. AML12 mouse hepatocytes, oleate lipid droplets, BODIPY imaging;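 active means lipid droplet intensity inhibited by at least 50%, with more than 500 cells counted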
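Assay system: AML12 mouse liver cells | Compound dosing: One dose, 6.5 µM compound | Read-out basis: Droplet intensity reduction, % inhibition | Measured by: Fluorescence imaging, 20x objective, two fields per well | Schedule: Overnight treatment with compound plus oleate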
Dynein cargo inh cytoplasmic EGFP: also measured in Dynein cargo inh; calls as there; z-score; measured here: cytoplasmic GR-EGFP intensity; hits give high values
Dynein cargo inh nuclear GR-EGFP: recorded beside Dynein cargo inh, whose call it bears; z-score; measured here: nuclear GR-EGFP intensity;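 lower value marks the stronger effect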
Dynein cargo inh cell count: further read-out of Dynein cargo inh, marked with its call; z-score; measured here: cell count per field
Ins promoter up cell count: also measured in Ins promoter up; calls as there; cell count; measured here: cytotoxicity, nuclei count;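 total cells summed across four imaged fields per well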
Lipid droplet cells 6.5 µM: second read-out of Lipid droplet, no call of its own (marks repeat the call); cell count; measured here: cell count, cytotoxicity flag;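 cells counted across two imaged fields per well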
b-catenin transl cell count 5 µM: recorded beside b-catenin transl, whose call it bears; cell count; measured here: cell count, cytotoxicity flag
T cell HTS vesicle-bound %: recorded beside T cell HTS, whose call it bears; double positive events, %; measured here: CD8+ vesicle-bound cell fraction;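 binding gate set so that unloaded-vesicle control wells show 10% double positive cells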
MT stabilize HCS Hoechst-high %: recorded beside MT stabilize HCS, whose call it bears; % Hoechst-high responders; measured here: nuclear condensation Hoechst responders;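 share of cells brighter than vehicle mean plus two SD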
MT stabilize HCS cytotoxicity %: recorded beside MT stabilize HCS, whose call it bears; toxicity, %; measured here: cytotoxicity by cell density;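 0% = mean cell density of plate MIN control wells and 100% = no cells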
Autophagy mod cell loss 18 h: further read-out of Autophagy mod, marked with its call; toxicity, %; measured here: cell loss, nuclei count;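 cell loss after 18 h compound exposure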
The depositor's hits bear a star; i = inactive; x = no result given.

Preview, two compounds:
SMILES	Ins promoter up	Ins promoter up cell count	Dynein cargo inh	Dynein cargo inh cytoplasmic EGFP	Dynein cargo inh nuclear GR-EGFP	Dynein cargo inh cell count	Autophagy mod	Autophagy mod cell loss 18 h	MT stabilize HCS	MT stabilize HCS Hoechst-high %	MT stabilize HCS cytotoxicity %	b-catenin transl	b-catenin transl cell count 5 µM	PhoP inhibition	CSM14.1 death rescue	T cell HTS	T cell HTS vesicle-bound %	Lipid droplet	Lipid droplet cells 6.5 µM
c1csc(CNc2ncnc3nc[nH]c23)c1	x	x	-0.668	-0.013	-0.0141	-0.385	i	10.4	3.5	1.9	3.9	-1.5	951	6.3%	x	i	32.1	13.0	649
COc1ccc(CCNC(=O)c2cc(-c3ccc(C)cc3O)n[nH]2)cc1OC	1.19	895	0.0328	-0.155	0.0633	0.375	i	0.0	13.7	4.6	21.2	x	x	0.5%	-1.1%	i	11.9	10.5	791

The whole of this part, from the start:
SMILES	Ins promoter up	Ins promoter up cell count	Dynein cargo inh	Dynein cargo inh cytoplasmic EGFP	Dynein cargo inh nuclear GR-EGFP	Dynein cargo inh cell count	Autophagy mod	Autophagy mod cell loss 18 h	MT stabilize HCS	MT stabilize HCS Hoechst-high %	MT stabilize HCS cytotoxicity %	b-catenin transl	b-catenin transl cell count 5 µM	PhoP inhibition	CSM14.1 death rescue	T cell HTS	T cell HTS vesicle-bound %	Lipid droplet	Lipid droplet cells 6.5 µM
c1csc(CNc2ncnc3nc[nH]c23)c1	x	x	-0.668	-0.013	-0.0141	-0.385	i	10.4	3.5	1.9	3.9	-1.5	951	6.3%	x	i	32.1	13.0	649
COc1ccc(CCNC(=O)c2cc(-c3ccc(C)cc3O)n[nH]2)cc1OC	1.19	895	0.0328	-0.155	0.0633	0.375	i	0.0	13.7	4.6	21.2	x	x	0.5%	-1.1%	i	11.9	10.5	791
CC(Sc1nc2ccccc2s1)C(=O)NC1CCCc2ccccc21 (stereo unspecified)	0.12	1487	0.362	-0.265	0.0617	-0.0701	i	1.2	2.1	2.8	9.2	-0.7	1062	-6.2%	-2.4%	i	40.3	-26.4	600
Fc1ccc(C2c3cccn3CCN2C(=S)Nc2cccc(F)c2)cc1 (stereo unspecified)	-0.17	1204	0.216	-0.144	-0.211	0.581	i	2.1	3.2	3.5	6.9	-2.9	1039	3.1%	-1.4%	i	23.4	-9.7	697
CCCSC1=C(C#N)C(c2ccccc2C)CC(=O)N1 (stereo unspecified)	x	x	-0.957	-0.286	-0.428	0.646	i	3.5	4.3	3.5	3.1	-2.1	1169	-2.4%	-1.0%	i	39.5	x	x
Cc1ccc(S(=O)(=O)NCc2cn3ccsc3n2)c(C)c1	1.6	1414	-0.661	-0.235	-0.028	0.808	i	3.0	2.7	2.5	5.8	1.9	1413	-4.8%	-2.0%	i	31.5	x	x
COc1ccc(OC)c(NC(=O)CSc2nnc(CCCO)n2-c2ccccc2)c1	0.4	1204	-0.717	-0.215	-0.307	0.00626	i	5.5	3.9	1.5	6.6	x	x	-14.0%	-2.5%	i	24.5	-0.3	634
CN(CC(=O)N1CCCCCC1)S(=O)(=O)c1cccc2cccnc12	0.23	922	-0.681	-0.264	-0.408	0.299	i	-39.2	3.3	4.2	8.2	-1.8	1191	12.0%	-1.3%	i	45.8	x	x
COC(=O)[C@@H]1C[C@@]2(O)[C@@H](O)[C@@H](O)[C@@H](O)C[C@H]2N1Cc1ccc(C)s1	1.79	891	0.487	-0.743	0.369	-0.481	x	x	x	x	x	-1.3	1295	-0.4%	x	i	4.6	-13.5	674
CN(C)C(CNC(=O)NC1CCCCC1)c1cccnc1 (stereo unspecified)	x	x	-0.279	-0.222	5.73e-05	0.502	i	0.0	7.7	2.4	5.5	x	x	-1.7%	-2.4%	i	7.6	x	x
CCc1nn2cc(C(=O)c3cc(Cl)ccc3O)cnc2c1-c1ccc(F)cc1	0	1323	-0.177	-0.199	-0.116	0.917	i	-3.8	4.3	2.1	6.0	-0.5	1009	31.2%	-1.5%	i	33.3	-29.9	709
Cc1ccc(C(=O)/C=C/Nc2ccc3c(c2)OCO3)cc1	-0.67	1357	-0.491	-0.172	-0.54	-0.499	i	-17.1	3.2	1.9	9.0	6.5	1354	-6.0%	-5.1%	i	5.1	x	x
Cc1cc(C)c(CSc2ncnc3nc[nH]c23)c(C)c1	-0.46	1584	0.59	-0.164	0.211	-0.222	i	17.2	2.3	2.4	0.8	56.1*	648*	11.1%	-2.5%	i	10.3	7.6	733
COc1ccc(S(=O)(=O)n2nc(-n3c(C)ccc3C)c3c(F)cccc32)cc1OC	x	x	0.74	-0.236	0.472	-0.0146	x	x	x	x	x	-0.7	1352	-5.5%	x	i	54.9	-35.5	784
Cn1c(=O)n(C/C=C/c2ccccc2)c(=O)c2c1nc1n2CCCN1c1ccc(F)cc1	-1.49	1033	0.348	-0.252	0.346	0.523	i	-58.8	5.2	3.8	17.9	-0.9	1180	11.6%	7.9%	i	39.0	x	x
Cc1cc(C)n(-c2cc(Cl)cc(Cl)c2)c(=O)c1C#N	x	x	4.15	-0.131	1.97	-1.87	i	-5.6	4.4	2.3	4.3	x	x	4.5%	0.3%	i	32.7	10.2	695
O=C(NCCc1ccccc1)C1CCN(S(=O)(=O)c2cccnc2)CC1	1.63	905	0.394	-0.18	0.218	-0.469	x	x	4.0	2.0	6.7	2.3	1128	12.1%	-1.0%	i	14.8	x	x
CCC(/C=N/NC(=O)c1ccccc1F)CC	-0.14	1266	-0.495	-0.284	-0.0978	0.425	i	4.3	2.2	2.7	6.8	4.3	1120	1.8%	-1.4%	i	31.1	-12.8	685
O=C(NC1CCCC1)c1ccccc1-c1ccccc1	x	x	0.969	-0.0373	2.04	-1.71	i	18.8	1.7	1.7	6.2	1.6	891	12.9%	-3.2%	i	20.6	-35.7	484
COc1ccc(C(=O)COC(=O)C(CCCCN2C(=O)C3C4C=CC(C4)C3C2=O)N2C(=O)C3C4C=CC(C4)C3C2=O)cc1 (stereo unspecified)	-0.52	1062	0.172	-0.241	0.105	1.31	i	24.1	2.0	1.5	8.7	-1.6	1214	-3.1%	0.5%	i	11.3	-24.7	597
Cc1cccc(C(=O)NC(=S)NNC(=O)COc2ccc(Cl)cc2)c1	-0.09	1392	-0.744	-0.133	0.255	-0.0786	i	11.8	2.5	1.4	6.3	3.7	1458	0.6%	0.2%	x	x	4.8	694
O=C(O)c1ccc(C(=O)Nc2cccc(NC(=O)C3CCCO3)c2)cc1 (stereo unspecified)	0.43	938	-1.45	-0.148	-0.541	1.29	i	-8.5	1.8	1.2	6.8	x	x	-4.0%	-0.4%	i	17.1	0.1	775
CCn1c(CNC(C)=O)nnc1SCC(=O)c1ccc(Br)cc1	-0.12	1264	-0.568	-0.231	-0.222	-0.309	i	4.9	2.2	1.0	3.9	x	x	1.5%	-1.9%	i	27.8	9.5	752
CC(C)NC(=O)C1CCN(C(=O)c2cc3sccc3n2Cc2ccc(F)cc2)CC1	0.54	900	-0.224	-0.178	0.266	0.355	i	2.5	2.2	2.9	10.5	x	x	-1.8%	0.0%	i	6.4	10.9	709
CCCCNc1cc(Cl)nc(N)n1	0.14	1389	-0.915	-0.231	-0.486	0.766	x	x	x	x	x	2.5	1084	-7.2%	x	i	8.2	2.0	772
CC1CCN(CC(=O)Nc2ccc(N3CCCCCC3)cc2)CC1	2	1388	0.148	-0.213	0.308	0.17	i	-0.7	1.4	0.7	5.9	0.0	1003	3.5%	-0.5%	i	26.0	0.4	757
O=C(CSc1nnc(-c2cccnc2)n1Cc1ccco1)N1CCc2ccccc21	1.14	1178	0.503	-0.278	0.307	-0.506	i	12.6	4.9	2.5	5.3	-4.0	911	-4.4%	0.9%	i	45.8	x	x
CC1CCCCC1NC(=O)COC(=O)/C=C/c1ccc2c(c1)OCO2 (stereo unspecified)	x	x	0.928	-0.254	0.321	-0.844	i	-18.8	4.1	1.6	8.4	1.9	862	7.7%	0.1%	i	47.0	-0.1	509
CC(Oc1ccc(Cl)cc1Cl)C(=O)N(C)c1ccccc1 (stereo unspecified)	-0.57	1482	-0.0898	-0.00034	0.106	-0.0742	i	19.2	2.1	2.2	7.7	0.8	1490	2.2%	0.0%	i	19.8	-15.8	652
COC(=O)C1=C(C)Nc2c(c(=O)n(C)c(=O)n2C)C1c1cccs1 (stereo unspecified)	0.12	1113	-0.381	-0.198	-0.0528	1.36	i	20.9	2.5	1.2	9.0	0.2	1138	-13.0%	-0.7%	i	11.8	x	x
O=S1(=O)CCN2N=C(C34CC5CC(CC(C5)C3)C4)SC2=N1	-0.51	1443	0.114	-0.0927	0.291	-1.5	i	12.5	1.9	1.4	7.9	-1.5	1128	7.7%	-0.4%	i	9.9	3.5	659
COc1ccc(-n2ccc(=O)c3c2CCCC3=O)cc1	-0.97	907	1.14	-0.31	0.363	-0.73	i	-9.5	4.3	3.1	9.8	-6.6	931	-5.7%	-2.2%	i	20.7	x	x
